# hcDAF12 agonist: H. contortus DAF-12 activation, primary screen. HEK293 hcDAF-12 lit1-tk-luc reporter, luminescence; 0% DMSO, 100% Δ7-dafachronic acid. activation, % at 6.8 µM. 370,000 compounds, 1.4% hits;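 active means activation above the mean of all tested compounds plus 3 SD, cut at about 5.5% in these data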;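 further: 100% = response to 3 µM Δ7-dafachronic acid high control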
# DAX1 inh-1: inhibitors of DAX1 repression of SF-1 activated StAR promoter; HEK293T StAR-luciferase reporter, SF-1/DAX-1 repression relief; inhibition, % at 6.8 µM; 370,000 compounds, 1.1% hits; AID 652010;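 active means inhibition above the mean over all tested compounds plus 3 SD, cut at about 3.6% in these data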;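 further: 0% = DAX-1 cells with DMSO and 100% = cells lacking DAX-1 with DMSO; higher inhibition means more luminescence from relief of DAX-1 repression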
# FXN GAA850 act: frataxin GAA850 promoter activation; HEK293 lucGAA850 FXN promoter luciferase reporter, 24 h; percent of 10 µM SAHA response; activation, % at 6 µM; 360,000 compounds, 0.56% hits; AID 540364;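 active means activation above the average of all compounds screened plus 3 SD, cutoff fixed separately per campaign, cut at about 7.5% in these data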;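 further: 0% = DMSO wells and 100% = 10 µM SAHA wells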
# SMARCA2 activ: increases SMARCA2 function in MMTV reporter cells; 370,000 compounds, 1% hits; activation, % at 9.1 µM; MG213 cells, MMTV-luciferase reporter, dexamethasone, overnight; in the data active means activation above about 7.8%;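 further: 0% = vehicle wells and 100% = reference activator wells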
# NPR1 activator: GC-A (human) enzyme activation; P16066; 370,000 compounds, 0.14% hits; activation, % at 10 µM; AID 1671463; HEK293 GC-A cells, cGMP TR-FRET, EC30 ANP; 0% at EC30 ANP, 100% saturating ANP; in the data active means activation above about 40%
# hgDAF12 agonist: activates the H. glycines DAF-12 receptor ligand-binding domain; 370,000 compounds, 1.8% hits; activation, % at 6.8 µM; HEK293 GAL4-hgDAF12 UAS-luciferase reporter, agonist luminescence; normalized to butyrate control;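 active means activation above a cutoff set at the mean of all screened compounds plus 3 SD, cut at about 10% in these data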;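 further: 0% = DMSO wells and 100% = sodium butyrate wells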
# DAX1 inh-2: inhibitors of human orphan nuclear receptor DAX1 (NR0B1); HEK293 Gal4-DAX1 luciferase reporter, luminescence; 340,000 compounds, 0.99% hits; AID 504766; inhibition, % at 6.75 µM;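 active means inhibition above the mean over all tested compounds plus 3 SD, cut at about 4.2% in these data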;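 further: 0% = DAX1-transfected cells with DMSO and 100% = empty-vector control cells with DMSO; inhibition shows as a rise in luminescence from relieved DAX1 repression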
# Target sequence (P51843 207-470 limits assumed): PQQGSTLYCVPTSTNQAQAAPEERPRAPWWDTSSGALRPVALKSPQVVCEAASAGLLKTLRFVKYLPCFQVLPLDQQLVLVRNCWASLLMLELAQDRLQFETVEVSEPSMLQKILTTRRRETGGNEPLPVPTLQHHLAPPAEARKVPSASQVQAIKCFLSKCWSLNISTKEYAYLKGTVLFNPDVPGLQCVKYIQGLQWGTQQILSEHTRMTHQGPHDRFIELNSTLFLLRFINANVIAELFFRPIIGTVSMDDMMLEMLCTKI
# ssDAF-12 act: activators of S. stercoralis DAF-12 nuclear receptor. HEK293 ssDAF-12/GRIP1 lit1-tk-luc reporter, luminescence; % of 3 µM dafachronic acid response. activation, % at 6.8 µM. 370,000 compounds, 1% hits;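 active means activation above the mean over all tested compounds plus 3 SD, cut at about 0.9% in these data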;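 further: 0% = DMSO-only wells and 100% = 3 µM delta7-dafachronic acid wells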
# GC-B act: GC-B (human) receptor activation | P20594 | HEK293-GC-B cells, CNP EC30, cGMP TR-FRET; 0% at EC30 CNP, 100% saturating CNP | activation, % at 10 µM | 370,000 compounds, 0.11% hits | AID 1920062;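 active means activation at 10 µM reaching about 35% in either raw or pattern-adjusted values, limit read from the data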
# KLK7 zymogen act: activates the human kallikrein-7 zymogen. P49862. purified proKLK7, EDANS-DABCYL substrate fluorescence; 100% is mature enzyme control, 0% vehicle. activation, % at 7 µM. 370,000 compounds, 0.9% hits;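 active means activation above the mean of all tested compounds plus 3 SD, computed per campaign excluding outliers beyond control limits, cut at about 13% in these data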
# Target sequence (P49862 whole entry, looked up): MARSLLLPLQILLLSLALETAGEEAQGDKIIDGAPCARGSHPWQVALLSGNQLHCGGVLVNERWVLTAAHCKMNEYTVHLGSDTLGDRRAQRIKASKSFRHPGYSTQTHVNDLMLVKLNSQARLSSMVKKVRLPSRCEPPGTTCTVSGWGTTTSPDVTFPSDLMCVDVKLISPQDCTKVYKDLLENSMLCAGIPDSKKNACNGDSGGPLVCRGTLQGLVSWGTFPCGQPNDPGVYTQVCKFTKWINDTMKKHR
# sPLA2-III inh: Blocks human group III sPLA2 activity. AID 743126. QFRET BODIPY PC-A2 liposome hydrolysis, fluorescence. 370,000 compounds, 0.56% hits. inhibition, % at 12.2 µM;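 active means inhibition above mean plus 3 SD of compounds lying within the high and low control bounds, cut at about 19% in these data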;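 further: 0% = median of test compound wells and 100% = no enzyme DMSO wells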
# Target sequence (Q9NZ20 whole entry, looked up): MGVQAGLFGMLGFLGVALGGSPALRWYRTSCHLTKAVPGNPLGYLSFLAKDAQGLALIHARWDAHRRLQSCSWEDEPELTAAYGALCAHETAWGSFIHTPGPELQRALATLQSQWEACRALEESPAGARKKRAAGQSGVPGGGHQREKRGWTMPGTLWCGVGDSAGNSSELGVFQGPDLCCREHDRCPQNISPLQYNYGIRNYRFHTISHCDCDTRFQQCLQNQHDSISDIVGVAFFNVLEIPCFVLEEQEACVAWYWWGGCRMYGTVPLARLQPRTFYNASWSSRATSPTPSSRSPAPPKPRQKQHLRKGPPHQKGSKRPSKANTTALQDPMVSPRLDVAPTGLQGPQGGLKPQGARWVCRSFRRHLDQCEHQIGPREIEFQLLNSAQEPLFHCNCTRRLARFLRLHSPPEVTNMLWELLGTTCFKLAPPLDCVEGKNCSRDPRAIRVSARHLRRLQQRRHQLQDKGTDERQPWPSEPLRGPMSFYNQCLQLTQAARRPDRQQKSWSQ
# An asterisk follows results filed as active; · = not tested or not shown.
SMILES,hcDAF12 agonist,DAX1 inh-1,FXN GAA850 act,SMARCA2 activ,NPR1 activator,hgDAF12 agonist,DAX1 inh-2,ssDAF-12 act,GC-B act,KLK7 zymogen act,sPLA2-III inh
Cc1cccc(CCNS(=O)(=O)c2ccc(S(=O)(=O)N3CCCCC3)cc2)c1,-2.1,0.3,0.8,-2,-3,-1.2,-0.6,-2.1,-5,-0.3,-5
Cc1ccc(C(CNS(=O)(=O)c2ccc([N+](=O)[O-])cc2)N2CCN(C)CC2)cc1 (stereo unspecified),-1.9,0.3,-1.7,1,-3,-1.5,-1.0,-1.2,-3,0.1,-22
CN1C(c2ccc(F)cc2)=CS/C1=C(/C#N)c1nnc2n1-c1ccccc1SC2,0.6,-1.5,-3.3,-3,-1,-0.3,0.5,-0.8,3,-0.3,1
CS(=O)(=O)Nc1ccc(C(=O)N2CCCCC2)cc1,0.8,0.6,2.5,-5,-2,-3.2,0.4,-0.9,-4,-0.1,15
OC(CCCN1CCCCC1)(c1ccccc1)c1ccc(C(F)(F)F)cc1 (stereo unspecified),-1.3,-0.9,-0.7,-6,-33,0.7,0.5,-1.3,-15,-0.5,-1
CC(C)NC(=O)c1cc2cc([N+](=O)[O-])ccc2s1,-1.8,-0.5,-3.8,-2,6,-0.6,-0.3,-1.9,0,0.0,7
O=C1CCc2cc(S(=O)(=O)NC(Cc3ccccc3)C(=O)NCC3CCCO3)ccc2N1 (stereo unspecified),1.9,-0.5,0.1,-1,-1,4.8,0.3,-0.2,-9,-0.1,2
COC(=O)c1cc2c(c3c4cc(OC)ccc4n(S(=O)(=O)c4ccc(C)cc4)c13)C(=O)N(C)C2,3.8,-0.7,·,-4,-1,1.6,·,-0.1,4,-1.1,1
CCOc1ccc(CCNC(=O)Nc2cccc(OC)c2)cc1OCC,-3.3,-0.9,0.6,-2,-1,-0.6,0.1,-1.6,1,-0.6,-6
Cn1nc(C(C)(C)C)cc1C(=O)NN1CCOCC1,2.2,0.0,3.1,-3,1,1.1,-0.4,-1.2,-1,0.2,8
CC1(C)Cc2c(cnn2-c2ccccc2)C(=O)/C1=N\NC(=O)c1ccccc1N,-1.7,-0.2,2.0,-2,6,1.2,0.7,-0.4,-2,-0.2,5
CC(NC(=O)c1ccncc1)c1ccc(Cl)cc1Cl (stereo unspecified),-0.7,-0.3,-1.2,-2,1,0.3,0.0,-1.4,0,-0.8,4
O=C(C1CCN(S(=O)(=O)c2cccc3cccnc23)CC1)N1CCN(c2ccc(Cl)cc2)CC1,-2.0,-3.7,-1.3,-2,-1,-3.3,-4.8,-1.6,-9,0.8,-9
CC1CC(C)CN(S(=O)(=O)c2ccc3c(c2)oc(=O)n3CC(=O)NCc2cccnc2)C1 (stereo unspecified),-1.5,-0.4,-1.3,-2,-2,-4.2,-0.3,-2.3,7,-0.5,-3
Cc1ccc(C)c(CNS(=O)(=O)c2c(C(=O)N3CCCC3)c(C)n(C)c2C)c1,-1.4,0.1,1.1,-3,-1,1.3,-0.5,-0.8,-2,0.3,1
O=C(CN1CCCC1c1cccs1)N1CCN(S(=O)(=O)c2cccc(F)c2)CC1 (stereo unspecified),0.1,0.7,1.4,-3,-2,5.7,0.5,-0.8,-5,0.0,-3
CCN1CCN(C(c2cccs2)C(C)NC(=O)C(C)C)CC1 (stereo unspecified),0.7,1.4,-2.0,0,-3,-2.7,1.9,-1.0,3,-1.2,2
Cc1ccccc1C(=O)Nc1cccc(N)c1,2.9,0.3,1.3,0,-2,0.2,1.2,-0.3,2,1.1,2
CC(C)CNC(=O)COC(=O)c1ccc(Cl)c(S(=O)(=O)N2CCc3ccccc32)c1,-0.5,0.1,1.6,-1,2,6.0,-0.2,-0.7,1,-0.1,-2
CCN1C(=O)C2(SC(NC(C)=O)=NN2C(C)=O)c2cc(C)cc(C)c21 (stereo unspecified),-1.3,-0.2,-0.1,0,0,1.0,3.5,-0.6,1,-0.1,8
O=C(N/C(=C/c1cccs1)C(=O)N1CCCCCC1)c1ccccc1,-2.6,-0.7,2.4,-4,-6,0.1,-0.2,-2.2,-2,-0.6,3
CCC(=O)Nc1ccc(C(=O)NNC(=O)Cc2ccccc2)cc1,-1.9,-0.4,-0.9,-5,-3,-0.3,-0.2,-0.2,1,-0.3,12
COc1ccc(-c2csc(C(C)(O)c3ccccc3)n2)cc1OC (stereo unspecified),-0.5,-0.5,1.3,2,3,1.1,·,-1.6,4,0.6,-6
O=S(=O)(NCCCc1ccccc1)c1cccc2nsnc12,-2.6,-0.5,1.1,-4,5,-1.9,-1.1,-1.1,3,0.3,4
Cc1cccc(NCC(=O)N/N=C\c2ccc[nH]2)c1,-0.1,1.4,1.4,-3,-5,0.9,0.7,-0.3,1,-0.4,5
O=C(CSc1oc(-c2ccccc2)nc1S(=O)(=O)c1ccccc1)NCC1CCCO1 (stereo unspecified),-2.5,-1.8,0.3,-1,0,0.1,-0.8,-0.9,3,0.0,-5
COc1ccc(N(C)S(=O)(=O)c2cccc(C(=O)Nc3nnc(C)s3)c2)cc1,0.1,0.1,0.0,-3,-6,1.3,0.2,-1.3,-1,-0.1,2
CN(C(=O)COC(=O)c1cc2c(s1)CCCCC2)C1CCS(=O)(=O)C1 (stereo unspecified),0.8,1.2,1.2,-1,1,2.1,0.4,-1.1,-2,0.2,-2
CCNC(=S)N/N=C/c1cc(C)n(-c2ccc(Cl)cc2)c1C,2.3,1.4,5.4,6,-16,11*,0.2,-1.4,-5,-0.1,5
CC(=O)c1ccc(N(C(=O)CNC(=O)c2ccco2)C(C(=O)NC2CCCC2)c2cccnc2)cc1 (stereo unspecified),1.4,0.5,0.4,2,4,-0.3,0.3,-0.6,-2,-0.1,-3
Cc1cc(C(=O)N2CCCc3ccccc32)no1,0.9,-0.1,0.6,0,0,2.9,0.9,-0.8,0,0.4,3
Cc1cc(/C=N/n2cnnc2)c(C)n1-c1cccc(Cl)c1,-0.1,0.2,-0.2,-1,-5,0.4,-0.1,-1.2,0,0.1,6
CC1(C)CC(=O)CC(=NCC(=O)O)C1,-1.8,0.2,-0.1,-4,1,-0.4,1.3,-1.8,1,1.5,-5
C[C@H]1[C@H](NC(=O)c2cccc(N(C)C)c2)CC[C@@]23CCCN2C(=O)CCC[C@@H]13,-1.7,·,·,·,-2,4.8,·,-1.1,-2,·,-5
CC(C)(O)CN(C(=O)c1ccc([N+](=O)[O-])cc1)C1CCCC1,0.0,0.9,-1.4,-2,1,1.1,1.1,-1.1,5,-0.4,-2
COc1ccc(CN2CCN(C(=O)CCC(=O)Nc3nnc(CC(C)C)s3)CC2)cc1F,-3.4,-1.2,-1.1,-2,-1,-7.4,-1.3,-1.6,0,-0.1,-7
CC(NC(=O)c1cccc(C(F)(F)F)c1)C1CCCO1 (stereo unspecified),0.1,0.0,0.2,3,-1,2.2,-0.1,-0.1,4,0.3,-4
C=CCOc1ccc(/C=C/C(=O)OCC(=O)NCc2ccco2)cc1,0.8,-0.1,1.3,-1,0,-0.4,-1.0,-0.8,-2,-0.4,-9
CN1CCCN(C(=O)c2ccc(Br)cc2)CC1,1.8,0.3,0.2,-3,0,-0.2,3.2,-1.4,-3,0.2,10
CCc1ccccc1NC(=S)N(CCCN1CCN(C)CC1)Cc1cccs1,-0.1,0.2,1.6,-1,-4,-0.8,0.2,-1.1,0,-0.8,-1
C[C@@H]1CN([C@@H](C)CO)C(=O)CCCn2cc(nn2)CO[C@H]1CN(C)C(=O)C1CC1,3.3,-0.4,·,-4,4,1.6,·,-0.6,6,0.3,9
COc1ccc(Cn2nnnc2C(c2ccc(N(C)C)cc2)N2CCC(C)CC2)cc1 (stereo unspecified),1.0,-0.3,3.7,-2,2,0.9,-0.3,-0.2,-3,0.2,-4
CC(C)c1cc(=O)oc2c3c4c(cc12)CCCN4CCC3,-2.3,-2.4,-0.4,1,-2,-0.9,0.9,-1.1,-3,-15,6
COc1ccccc1N1CCN(C(=O)CSc2ncccc2-c2nc3ccccc3[nH]2)CC1,-1.2,-2.2,-2.8,-1,-5,0.6,-1.6,-0.8,4,3.4,-1
CN(CC(=O)Nc1cccc(F)c1)C(=O)Cn1c(=O)oc2ccccc21,0.9,-0.3,2.2,-4,5,-0.3,0.0,-0.8,3,-0.9,8
Brc1ccccc1-c1cnco1,-0.9,-0.3,-0.4,-1,-2,2.5,-0.6,-0.1,2,-0.2,1
O=C(Cc1ccc(Br)cc1)N1CCN(c2ccc(F)cc2)CC1,-2.2,-0.7,-0.2,1,-3,-0.7,-0.8,-1.0,-9,-0.2,-5
O=C(COc1ccc([N+](=O)[O-])cc1)N1CCN(c2nnc(-c3ccccc3)c3ccccc23)CC1,0.4,-0.7,1.0,3,-3,-0.3,1.4,-1.1,-2,-0.2,-2

# A second format for some results above:
structure | hcDAF12 agonist | DAX1 inh-1 | FXN GAA850 act | SMARCA2 activ | NPR1 activator | hgDAF12 agonist | DAX1 inh-2 | ssDAF-12 act | GC-B act | KLK7 zymogen act | sPLA2-III inh
C[C@@H]1CN([C@@H](C)CO)C(=O)CCCn2cc(nn2)CO[C@H]1CN(C)C(=O)C1CC1 | 3.3 | -0.4 | · | -4 | 4 | 1.6 | · | -0.6 | 6 | 0.3 | 9
COc1ccc(Cn2nnnc2C(c2ccc(N(C)C)cc2)N2CCC(C)CC2)cc1 (stereo unspecified) | 1.0 | -0.3 | 3.7 | -2 | 2 | 0.9 | -0.3 | -0.2 | -3 | 0.2 | -4
CC(C)c1cc(=O)oc2c3c4c(cc12)CCCN4CCC3 | -2.3 | -2.4 | -0.4 | 1 | -2 | -0.9 | 0.9 | -1.1 | -3 | -15 | 6

# Continuation.
SMILES,hcDAF12 agonist,DAX1 inh-1,FXN GAA850 act,SMARCA2 activ,NPR1 activator,hgDAF12 agonist,DAX1 inh-2,ssDAF-12 act,GC-B act,KLK7 zymogen act,sPLA2-III inh
Cn1cc(-c2csc(C(O)c3ccccc3)n2)cn1 (stereo unspecified),-0.4,0.3,0.5,0,3,0.3,·,-0.5,-2,0.5,6
CC(C)c1onc(C(=O)N2CCCCC2C)c1[N+](=O)[O-] (stereo unspecified),0.8,-0.8,0.0,-5,0,-1.4,1.0,-1.1,3,0.5,10
CC(C)Oc1ccc(C2CC(=O)N(c3ccc(N(C)C)cc3)C2=O)cc1 (stereo unspecified),-0.5,-0.3,2.1,1,5,-1.0,0.1,-1.3,4,-1.3,1
Cc1ccc(S(=O)(=O)NCCNc2ccccc2[N+](=O)[O-])cc1,-1.0,0.8,0.6,-2,1,-0.2,4.3*,-2.2,3,-0.2,-13
C[C@@H]1CN[C@@H](CCO)/C1=C\c1ccccc1,-1.7,-0.3,-0.4,-3,-1,3.4,1.2,-0.3,-1,-0.4,5
O=C(O)c1[nH]c2ccccc2c1CC(=O)N1CCOCC1,2.6,0.1,2.9,-3,-8,0.2,-0.2,-1.0,-4,-0.1,4
O=C(COC(=O)c1ccc(OC(F)F)cc1)NCCCN1CCCC1=O,-0.8,0.0,0.1,0,3,-4.5,-0.6,-1.2,6,-0.5,4
O=C(CSc1ccc(-c2ccncc2)nn1)c1ccccc1,-1.1,-0.3,1.6,2,-1,0.6,-1.4,-2.1,-2,-0.4,-42

# Screening data deposited in PubChem BioAssay by several laboratories.
